NLRP3 yeast inh: blocks the NALP3 inflammasome reconstituted in yeast; Yeast reconstituted NLRP3/ASC/caspase-1, beta-gal luminescence, 24 h; inhibition, % at 10 µM; hit rate 0.39% among 330,000; AID 2825;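 active = inhibition of 50% or more; inactive = inhibition below 50%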;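 also: plate controls were induced DMSO wells for no effect and uninduced yeast grown without galactose for full effect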
tim10-1 inh: growth inhibitors of tim10-1 mutant yeast. AID 463190. S. cerevisiae tim10-1 ts strain growth, BacTiter-Glo, 24 h. inhibition, % at 20 µM. hit rate 2.2% among 330,000;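 active = inhibition of at least 40%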;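 also: mutant grown at 25 °C; 0% = DMSO wells with yeast and 100% = wells holding no yeast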
Mdm2-MdmX inh: human Mdm2/MdmX binding inhibition; O15151+Q00987; SaOS-2 split-luciferase Mdm2/MdmX complementation, luminescence; inhibition, % at 8 µM; hit rate 3% among 330,000; AID 485346;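 active = inhibition of at least 50% at 8 µM in the primary screen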
XBP1 UPR activ: activators of adaptive arm of unfolded protein response (XBP1) | AID 463104 | CHO-XBP1 luciferase reporter, IRE1-XBP1 UPR activation, luminescence; percent of tunicamycin response, DMSO as zero | activation, % at 20 µM | hit rate 0.33% among 330,000;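 active = versus positive control, 20 µM dose yields 30% or more activation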;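 also: 100% = tunicamycin at 10 µg/mL and 0% = DMSO only wells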
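Signal: luciferase luminescence; Assay system: CHO-XBP1 luciferase reporter cells; Amount: one thousand reporter cells per well; Dosing: 20 µM single concentration, DMSO 1%; Benchmarks: high control tunicamycin 10 µg/mL final, low control DMSO vehicle only; Schedule: 6 h compound exposure at 37 °C, 5% CO2; Evaluation: percent activation relative to tunicamycin reference.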
TIM10 inh: inhibits growth of TIM10 yeast strain. hit rate 1.4% among 330,000. AID 463195. S. cerevisiae TIM10 strain growth, BacTiter-Glo luminescence, 24 h. inhibition, % at 10 µM;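 active = inhibition of 40% or more at the single tested concentration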;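 also: wild-type TIM10 isogenic control strain grown at permissive 25 °C; 0% = DMSO yeast wells and 100% = minimal medium wells without yeast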
CHOP UPR activ: activators of apoptotic arm of unfolded protein response (CHOP); CHO-CHOP luciferase reporter, UPR activation, luminescence; percent of tunicamycin response over DMSO baseline; activation, % at 10 µM; hit rate 0.34% among 330,000; AID 449763;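 active = at 10 µM dose, activation of 40% or more, normalized to positive control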;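 also: 100% = tunicamycin at 10 µg/mL and 0% = DMSO alone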
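Test system: CHO CHOP reporter cells. Input: 500 CHO-CHOP cells per well. Medium: F12 with 10% FBS. Technique: luciferase luminescence. Measure: percent activation relative to tunicamycin control. Dosing: 10 µM compound, 0.5% DMSO. Timing: 16-18 h cell attachment, then 6 h compound exposure, 37 °C.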
tim23-1 inh: inhibits growth of tim23-1 mutant yeast. S. cerevisiae tim23-1 growth, BacTiter-Glo luminescence, 24 h. inhibition, % at 20 µM. hit rate 1.3% among 330,000;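 active = growth inhibition of the mutant yeast at or above 50%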;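 also: temperature-sensitive mutant grown at 25 °C; plate controls were DMSO-treated mutant yeast for no effect and medium wells lacking yeast for full effect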
APJ agonist: agonists of human APJ apelin receptor; activation, % at 20 µM; CHO-K1 APJ PathHunter beta-arrestin, luminescence; 0% DMSO wells, 100% apelin; hit rate 0.11% among 330,000;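 active = activation more than six SD over the plate average, tested at 20 µM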;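 also: 0% = DMSO alone and 100% = apelin-13 at 10 nM; some results filed as inactive read as strong as hits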
Target sequence (P35414 whole entry, looked up): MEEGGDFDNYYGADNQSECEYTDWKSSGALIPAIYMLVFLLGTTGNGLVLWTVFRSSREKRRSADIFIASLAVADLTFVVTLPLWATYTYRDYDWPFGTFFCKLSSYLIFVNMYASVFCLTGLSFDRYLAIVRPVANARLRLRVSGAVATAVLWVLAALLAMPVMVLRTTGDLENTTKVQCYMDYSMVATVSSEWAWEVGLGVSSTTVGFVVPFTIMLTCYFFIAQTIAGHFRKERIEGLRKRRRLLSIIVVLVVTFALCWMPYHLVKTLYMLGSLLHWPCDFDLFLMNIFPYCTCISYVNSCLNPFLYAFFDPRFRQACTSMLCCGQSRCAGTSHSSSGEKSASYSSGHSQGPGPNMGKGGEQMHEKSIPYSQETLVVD
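Test system: CHO-K1 APJ beta-arrestin complementation cell line | Compound: Single test compound dose, 20 µM final, 1% DMSO | Incubation: Compound 90 min 25 °C, reagent 1 h | Measured by: beta-gal luminescence | Read-out basis: APJ–arrestin association signal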
NR3A LBD binder: modulators (binders) of human NR3A ligand-binding domain | Tm shift relative to glycine control, % at 25 µM | AID 1259313 | hit rate 2.5% among 340,000 | NR3A LBD differential scanning fluorimetry, Tm shift; 0% = protein alone, 100% = glycine-bound protein;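 active = melting temperature shift of at least 10% of the positive control shift, at one fixed dose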
Active calls of the source: *; . = not tested or not shown.

SMILES	NLRP3 yeast inh	tim10-1 inh	Mdm2-MdmX inh	XBP1 UPR activ	TIM10 inh	CHOP UPR activ	tim23-1 inh	APJ agonist	NR3A LBD binder
CCOc1cc(C(=O)NC(C)COC)cc(OCC)c1OCC (centres undefined)	5	2	-4	-1	12	-2.0	8	-2	-1
Cc1cccc(OCC(=O)NNC(=O)c2cc3ccccc3oc2=O)c1	10	25	4	-5	8	1.3	28	-2	0
O=C(NCCNC(=O)c1ccco1)c1ccco1	33	7	33	-2	-8	-1.3	6	1	1
O=Cc1c(NCc2ccc(Cl)cc2)c2ccccc2[nH]c1=O	16	-5	15	-4	-19	-0.4	18	-2	-5
Cc1cc(C(=O)NNC(=O)c2cccs2)c(C)o1	12	2	-10	-1	12	2.2	7	-2	0
OCC1(Cc2ccccc2C(F)(F)F)CCN(Cc2ccc3c(c2)CCO3)CC1	7	-30	40	-2	-12	-0.4	-3	-4	-1
CN(CC(=O)N1CCCCC1)S(=O)(=O)c1cccc2cccnc12	-5	13	4	-2	11	-1.9	5	3	-3
Cc1ccc2nc(/C(C#N)=C\c3ccc(Oc4ccc(C(F)(F)F)cc4[N+](=O)[O-])cc3)[nH]c2c1	-3	-13	61*	4	-41	0.4	-25	0	10
O=C1CCCN2N=C(SCC(=O)Nc3ccc(F)cc3F)SC2=N1	10	5	3	2	3	1.3	6	-1	1
COc1ccc(C)c2sc(=NC(=O)C(C)C)n(C)c12	20	29	3	1	7	1.4	29	-5	-2
COC(=O)C1=C(C)NC(=O)NC1c1c(O)ccc2ccccc12 (centres undefined)	-1	9	23	-4	5	3.8	9	1	0
O=C(Nc1cccc(F)c1)N1CCN(C(=O)c2ccco2)CC1	9	-15	21	-7	4	-1.2	-14	-5	1
CC(C)N(Cc1ccccc1)C(=O)CN1C(=O)NC2(CCCCCC2)C1=O	-6	22	-21	-2	6	2.1	19	-3	-1
CCC1CCCCN1S(=O)(=O)c1ccc(C(=O)Nc2nnc(-c3cccs3)o2)cc1 (centres undefined)	5	45*	37	0	18	18	21	0	-5
CC/C(C)=N/NC(=O)c1[nH]c2ccc(C)cc2c1-c1ccccc1	11	26	3	-3	17	-0.4	21	2	-4
COc1ccc(CCNC(=O)c2nnn(-c3ccccc3OC)c2N)cc1OC	-2	16	21	1	-1	1.7	8	-1	1
O=c1[nH]c(SCc2cccc(F)c2)nc2ccccc12	9	12	-12	2	1	1.2	8	-3	2
Cc1cc(NS(=O)(=O)c2c(C)[nH]c(=O)[nH]c2=O)ccc1Br	2	-5	4	-5	6	0.2	-1	-1	-2
CCOc1cc(/C=N/n2cnnc2)ccc1OS(=O)(=O)c1ccc(C)cc1	4	22	-23	2	27	-1.4	8	1	-1
NC(=O)CC1(CC(=O)O)CCCCC1	-6	5	-10	-1	6	-0.5	4	1	13*
CCOC(=O)/C(=C/C=C1\Sc2ccccc2N1CC)C(C)=O	33	26	1	4	16	0.8	27	-1	0
C=CCCN(C(C(=O)OC)C(C)C)S(=O)(=O)c1ccccc1Br (centres undefined)	20	17	2	-1	15	-1.9	28	-6	2
C=CCn1c(=NC(=O)c2ccc(S(=O)(=O)N3CCc4ccccc4C3)cc2)sc2cc(S(N)(=O)=O)ccc21	12	21	14	-2	19	2.6	16	4	19*
Cc1ccc(SCCNC(=O)c2ccccc2)cc1	45	17	-4	2	4	-0.9	19	-3	-1
CCOC(=O)CC(=O)CSc1nc(N)c(C#N)c(-c2ccc(Cl)cc2)c1C#N	10	30	12	0	30	0.3	13	-5	16*
CCc1ccccc1NC(=O)CN(C)C(=O)c1cc(C2CC2)nc2c1cnn2C(C)C	17	5	-8	1	5	-1.2	15	-3	0
O=C(C(=O)N1CCN(c2ccccc2)CC1)c1cn(CC(=O)N2CCCCCC2)c2ccccc12	23	-8	25	-7	6	0.7	-1	-1	1
COc1ccc(CN(C)CC(=O)Nc2cc(OC)c([N+](=O)[O-])cc2C)c(OC)c1	21	5	11	0	-6	-1.1	30	-1	-2
CCCCNC(=O)CCn1c(=O)c2cccn2c2ccc(F)cc21	4	12	-11	-3	14	-1.2	8	-2	-1
CN(CCc1ccccn1)Cc1ccc(Cl)c(Cl)c1	15	7	5	0	-4	-2.4	-10	-1	2
CC(C)CNC(=O)c1noc2c1CCCC2	7	7	-5	0	5	1.5	-3	-2	-3
CC(=O)c1ccc(NC(=O)[C@@H]2CCCN2C(=O)OC(C)(C)C)cc1	11	0	-33	12	10	9.4	18	-4	0
COc1ccc2oc(=O)c(C(=O)NC3CCCCCC3)cc2c1	10	16	7	-2	5	1.6	19	0	-4
O=C(CN1CCCC1)NC(c1ccccc1)c1ccccc1	17	-5	-15	-5	-5	-5.8	-2	-1	-1
CCn1c(CCC(=O)Nc2nc3c(s2)CCCC3)nc2cc(S(=O)(=O)N(C)C)ccc21	2	20	21	-4	19	-2.9	12	10	1
c1ccc(-c2cc3c(ccc4nonc43)nn2)cc1	-2	20	-31	1	-17	3.5	12	-1	-4
COc1ccc(C2=NS(=O)(=O)N(C)C(C(=O)NCc3ccccc3)=C2)cc1OC	16	-9	6	-2	-12	0.8	-7	2	-1
O=C(CCCNC(=O)c1ccc(Cl)cc1)Nc1nccs1	16	-18	20	-2	-13	0.1	-5	-1	1
CCOc1ccc(NC(=O)NN2C(C)CCCC2C)cc1 (centres undefined)	5	10	21	-5	2	-1.1	10	0	-1
CC1CN(C(=O)c2cc3c(=O)n4ccccc4nc3n2C)CC(C)O1 (centres undefined)	-8	-11	19	1	-9	1.1	12	0	0
CCN(CC)c1ccc(NC(=O)c2cccc(C)c2)cc1S(=O)(=O)Nc1ccccc1OC	2	27	46	-2	19	0.8	26	-4	4
C=CCN(C(=O)CSC1=NC(=O)CN1C(C)=O)c1nc(C)c(-c2ccccc2)s1	28	33	1	7	16	3.3	41	-3	0
COc1ccc(OC)c(/C=N/NC(=O)c2cc[n+](Cc3ccccc3)cc2)c1	28	3	-10	0	8	0.6	11	1	-10
O=C(Cn1ccc([N+](=O)[O-])n1)Nc1nccs1	-7	19	23	-1	-1	-0.1	6	1	-10
Cc1ccc2nc(/C(C#N)=C\c3ccc(N4CCOCC4)o3)[nH]c2c1	17	-11	-31	3	15	3.2	23	0	-15
O=C(Cn1[nH]c(=O)c2ccccc2c1=O)NCC1COc2ccccc2O1 (centres undefined)	13	-13	-14	-1	8	0.9	-10	-5	-1
Cc1ccc(OCCOc2ccc(Br)cc2/C=N\NC(N)=O)cc1	2	19	-13	0	10	0.7	3	-2	-2
O=C(CCS(=O)(=O)c1ccc(F)cc1)Nc1nc(-c2ccncc2)cs1	6	8	89*	-7	5	-2.2	0	0	2
COc1ccc(CC(=O)Nc2ccc(S(=O)(=O)Nc3nc(C)cc(C)n3)cc2)cc1	6	5	-10	-1	-2	-1.1	2	-5	0
Cc1cccc(Sc2ccc([N+](=O)[O-])cc2[N+](=O)[O-])n1	30	44*	28	1	23	-1.1	46	1	-6
COc1ccc(CN2CCN(C(=O)CCC(=O)Nc3nnc(C4CCCCC4)s3)CC2)cc1F	9	6	21	0	12	-0.7	5	1	0
CCCNC(=S)N1CCC(NC(=O)c2ccc(OC)cc2)CC1	9	-18	-16	-2	-9	0.5	-10	-1	0
S=c1[nH]nc(-c2ccco2)n1/N=C/c1ccc(Cl)cc1Cl	16	38	5	4	38	3.3	37	-4	-2
NS(=O)(=O)c1ccc(CCNC(=O)CC(NC(=O)c2ccccc2Cl)c2ccccc2)cc1 (centres undefined)	-5	10	-1	-1	-7	-0.2	10	-5	-1
COCCCN(C(=S)NC(=O)c1ccc(C(C)(C)C)cc1)c1c(N)n(Cc2ccccc2)c(=O)[nH]c1=O	19	38	-4	-1	20	0.9	23	-2	-4
CCOC(=O)c1c(NC(=O)OC)sc(C(=O)N(CC)CC)c1C	3	27	7	-2	21	2.5	-2	1	-1
Nc1c(C(=O)Nc2ccc3c(c2)OCCO3)nnn1Cc1cccc(Cl)c1	15	17	-45	1	11	5.1	23	6	.
CCC(=O)NC(c1ccc(OC)cc1)c1cc(Cl)c2cccnc2c1O (centres undefined)	14	20	79*	4	37	-1.0	37	-5	-6
COc1cc(CNCC(C)C)c(Br)cc1OCC(=O)NCc1ccccc1	3	7	12	-1	-11	-2.3	10	-3	1
O=C(CCn1c(=O)c2sccc2n(Cc2cc(=O)n3ccccc3n2)c1=O)NCc1ccco1	13	6	-17	0	-5	-0.8	25	5	1

Only XBP1 UPR activ (three entries from above):
canonical_smiles | XBP1 UPR activ
C=CCCN(C(C(=O)OC)C(C)C)S(=O)(=O)c1ccccc1Br (centres undefined) | -1
O=C(C(=O)N1CCN(c2ccccc2)CC1)c1cn(CC(=O)N2CCCCCC2)c2ccccc12 | -7
COc1ccc2oc(=O)c(C(=O)NC3CCCCCC3)cc2c1 | -2

(next part)
SMILES	NLRP3 yeast inh	tim10-1 inh	Mdm2-MdmX inh	XBP1 UPR activ	TIM10 inh	CHOP UPR activ	tim23-1 inh	APJ agonist	NR3A LBD binder
COc1ccc(/C=C2\SC(=O)N(CC(=O)Nc3cccnc3)C2=O)cc1OC	4	5	5	3	5	1.9	8	-2	-1
COc1ccc(Nc2nc(NC(C)(C)C)nc(N3CCCC3)n2)c(OC)c1	15	27	4	2	18	-1.4	42	-4	-1
N#Cc1c(N)n(-c2cccc(O)c2)c2nc3ccccc3nc12	14	1	10	-2	-11	1.0	4	0	-1
O=C1C(=O)N(CCCN2CCOCC2)C(c2ccc(Cl)cc2)/C1=C(/O)c1ccc(F)cc1 (centres undefined)	-20	-12	14	-2	-10	1.4	6	4	0
Clc1cccc(/C=N/Nc2ncnc3ccccc23)c1	21	40*	-29	3	39	3.3	35	1	14*
COC(=O)c1ccc2c(c1)c(-c1ccccc1)c(-c1ccccc1)n2C	.	6	-3	1	2	1.7	28	.	2
COCCCNC(=O)c1ccccc1N(Cc1ccccc1)S(=O)(=O)c1ccc(OC)cc1	34	23	18	-3	2	2.1	26	-2	0
COc1ccc(OC)c(N(CC(=O)N2CCCC2)S(=O)(=O)c2ccccc2)c1	21	22	-23	1	4	0.5	18	1	0
CC(C)Sc1nc2sccc2c(=O)n1-c1ccccc1	24	-26	-5	10	-14	0.2	24	-2	-6
CCn1ccc(C(=O)Oc2ccc(C(C)C)cc2)n1	20	22	34	3	9	4.1	29	-1	1
COc1ccccc1NC(=O)Cn1nnc(-c2ccccc2NC(=O)c2ccco2)n1	-6	-39	44	5	-27	-4.6	-29	1	2
Cc1c(NC(=S)NC(=O)c2ccc(Br)o2)c(=O)n(-c2ccccc2)n1C	3	7	12	-3	9	-1.7	-1	-2	-1
CN1CCN(CC(=O)Nc2c(C(=O)c3ccccc3)oc3ccccc23)CC1	22	22	24	-2	3	-0.1	14	-1	-1

Three compounds from above, ordered by count of non-hydrogen atoms, smallest number first:
SMILES	NLRP3 yeast inh	tim10-1 inh	Mdm2-MdmX inh	XBP1 UPR activ	TIM10 inh	CHOP UPR activ	tim23-1 inh	APJ agonist	NR3A LBD binder
N#Cc1c(N)n(-c2cccc(O)c2)c2nc3ccccc3nc12	14	1	10	-2	-11	1.0	4	0	-1
COc1ccc(/C=C2\SC(=O)N(CC(=O)Nc3cccnc3)C2=O)cc1OC	4	5	5	3	5	1.9	8	-2	-1
COc1ccccc1NC(=O)Cn1nnc(-c2ccccc2NC(=O)c2ccco2)n1	-6	-39	44	5	-27	-4.6	-29	1	2
